USP10 inh = inhibitors of human USP10 deubiquitinase; Ubiquitin carboxyl-terminal hydrolase 10 (Homo sapiens), Q14694; purified USP10, Ub-rhodamine fluorescence, 60 min; inhibition, % at 20 µM; hit rate 1.1% among 47,000
Target sequence (Q14694 whole entry, looked up): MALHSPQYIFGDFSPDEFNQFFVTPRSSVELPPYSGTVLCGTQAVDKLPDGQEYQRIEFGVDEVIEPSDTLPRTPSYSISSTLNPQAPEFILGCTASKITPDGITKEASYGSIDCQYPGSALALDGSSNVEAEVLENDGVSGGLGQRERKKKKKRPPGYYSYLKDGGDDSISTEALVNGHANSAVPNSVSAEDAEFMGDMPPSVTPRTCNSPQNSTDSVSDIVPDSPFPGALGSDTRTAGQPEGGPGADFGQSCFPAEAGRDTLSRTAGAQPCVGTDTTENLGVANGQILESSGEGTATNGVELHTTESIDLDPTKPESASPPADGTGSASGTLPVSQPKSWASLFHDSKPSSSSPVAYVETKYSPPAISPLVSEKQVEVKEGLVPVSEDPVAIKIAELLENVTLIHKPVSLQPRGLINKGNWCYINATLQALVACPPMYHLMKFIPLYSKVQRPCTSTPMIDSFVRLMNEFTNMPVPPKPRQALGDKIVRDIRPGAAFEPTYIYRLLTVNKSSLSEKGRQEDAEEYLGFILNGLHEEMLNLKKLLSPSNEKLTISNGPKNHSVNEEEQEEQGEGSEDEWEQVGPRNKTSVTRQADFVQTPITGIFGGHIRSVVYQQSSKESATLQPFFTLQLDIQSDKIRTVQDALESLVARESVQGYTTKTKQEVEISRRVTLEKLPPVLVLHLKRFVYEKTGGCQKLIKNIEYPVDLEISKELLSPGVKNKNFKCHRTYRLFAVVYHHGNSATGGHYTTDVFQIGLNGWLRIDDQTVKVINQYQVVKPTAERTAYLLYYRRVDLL
UCHL1 inh = inhibitors of human UCHL1 deubiquitinase; purified UCHL1, Ub-rhodamine cleavage fluorescence; inhibition, % at 20 µM; hit rate 0.2% among 47,000; AID 1645859, 2021
Target sequence (P09936 whole entry, looked up): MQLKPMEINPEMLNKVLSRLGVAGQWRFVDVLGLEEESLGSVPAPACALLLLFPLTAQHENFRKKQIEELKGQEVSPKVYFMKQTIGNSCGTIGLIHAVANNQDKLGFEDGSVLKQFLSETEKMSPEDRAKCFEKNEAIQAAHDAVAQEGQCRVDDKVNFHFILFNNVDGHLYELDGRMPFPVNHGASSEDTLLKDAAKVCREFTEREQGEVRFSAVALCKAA
USP17 inh = inhibitors of human USP17 deubiquitinase; purified USP17, Ub-rhodamine cleavage fluorescence, 3 h; inhibition, % at 50 µM; hit rate 6.5% among 47,000; AID 1645855, 2021
USP7 inh = inhibitors of human USP7 deubiquitinase. Ubiquitin carboxyl-terminal hydrolase 7 (Homo sapiens), Q93009. purified USP7, Ub-rhodamine cleavage fluorescence. inhibition, % at 20 µM. hit rate 0.3% among 47,000
USP30 inh = inhibitors of human USP30 deubiquitinase. Ubiquitin carboxyl-terminal hydrolase 30 (Homo sapiens), Q70CQ3. purified USP30, Ub-rhodamine cleavage fluorescence. inhibition, % at 25 µM. hit rate 5.3% among 47,000. AID 1645860, 2021
USP28 block = inhibitors of human USP28 deubiquitinase | Ubiquitin carboxyl-terminal hydrolase 28 (Homo sapiens), Q96RU2 | purified USP28, Ub-rhodamine cleavage fluorescence, 30 min | inhibition, % at 25 µM | hit rate 3% among 47,000 | AID 1645857, 2021
OTUD3 inh = inhibitors of human OTUD3 deubiquitinase | purified OTUD3, Ub-rhodamine fluorescence, 2 h | inhibition, % at 25 µM | hit rate 0.7% among 47,000 | AID 1645858, 2021
USP8 inh = inhibitors of human USP8 deubiquitinase; purified USP8, Ub-rhodamine cleavage fluorescence, 30 min; Ubiquitin carboxyl-terminal hydrolase 8 (Homo sapiens), P40818; inhibition, % at 20 µM; hit rate 4.2% among 47,000
* marks the source's active call; other numbers are inactive results; . = no result given. No stated cut-off is given here; in the data, active means inhibition above about 30%; inactive means the rest.

SMILES	USP10 inh	UCHL1 inh	USP17 inh	USP7 inh	USP30 inh	USP28 block	OTUD3 inh	USP8 inh
CC(=O)O[C@@H]1[C@H]2[C@H](C)[C@H](O)CC[C@]2(C)C2C(=O)[C@@H](O)[C@H]3/C(=C(\CCC=C(C)C)C(=O)O)[C@@H](OC(C)=O)C[C@]3(C)[C@@]2(C)[C@H]1O (some centres undefined)	-1.8	-0.2	7.9	0.1	0.4	10.9	9.6	-6.0
COc1cccc(-c2cnc(C(O)c3sccc3C)[nH]2)c1 (centres undefined)	-6.3	-10.1	-34.7	-3.7	-110.0	-14.5	-22.6	-14.5
FCCCOc1ccc(-c2ccnc3cc(-c4sccc4-n4cccc4)nn23)cc1	-7.8	10.4	.	15.9	-147.6	-14.8	-16.0	-19.9
CC(CN1CCN(c2ccccc2)C(=O)C1=O)C(=O)NCc1cc(F)ccc1F (centres undefined)	8.1	1.9	9.5	6.8	19.0	7.2	9.3	-0.1
O=C(c1cc(-c2cccnc2)n[nH]1)N1CCCC(c2ccnc(=O)[nH]2)C1 (centres undefined)	-2.8	-38.4	-60.1	-37.2	-228.4	-65.2	-41.6	-58.0
O=C(O)c1c(CNC2CCCCCC2)c2ccccc2n1Cc1ccc(F)cc1	-7.8	44.8*	.	-177.3	-39.2	0.0	-9.4	-17.2
CCN1CCC2(CN(CCOC)CC23CCN(C(=O)NCc2ccccc2)CC3)C1=O (centres undefined)	2.2	-1.4	-17.0	1.2	-10.1	-3.7	1.3	-64.9
Cc1nc2c(-c3ccc(F)cc3)c(C)nn2c(C)c1CCC(=O)O	1.1	2.9	6.7	1.5	26.7	11.9	22.9	-25.6
Cc1cncc(C(=O)N2CCCC(c3ccnc(=O)[nH]3)C2)c1 (centres undefined)	-4.8	-6.9	0.3	0.1	-22.4	-8.3	-6.0	-7.4
COc1ccc(CNC(=O)[C@@H]2Cc3c([nH]c4ccccc34)C3c4ccccc4C(=O)N32)cc1 (some centres undefined)	-2.3	0.2	-4.6	0.0	-28.2	-11.8	-15.0	-5.8

Pulled by compound from the entries so far, 2 records:
SMILES	USP10 inh	UCHL1 inh	USP17 inh	USP7 inh	USP30 inh	USP28 block	OTUD3 inh	USP8 inh
O=C(c1cc(-c2cccnc2)n[nH]1)N1CCCC(c2ccnc(=O)[nH]2)C1 (centres undefined)	-2.8	-38.4	-60.1	-37.2	-228.4	-65.2	-41.6	-58.0
Cc1nc2c(-c3ccc(F)cc3)c(C)nn2c(C)c1CCC(=O)O	1.1	2.9	6.7	1.5	26.7	11.9	22.9	-25.6

Continued:
SMILES	USP10 inh	UCHL1 inh	USP17 inh	USP7 inh	USP30 inh	USP28 block	OTUD3 inh	USP8 inh
Cc1cc(F)ccc1S(=O)(=O)N1CCc2cc3ccccc3nc21	2.0	3.2	4.9	-12.4	-14.4	7.9	5.2	0.2
O=C(NCCn1cc(SCC(=O)N2CCOCC2)c2ccccc21)c1cccc(C(F)(F)F)c1	-3.1	9.7	-3.8	8.3	16.5	-1.2	3.6	-48.2
CCCc1ccc(C(=O)NC(C)c2ccncc2)cc1 (centres undefined)	0.3	-4.2	-2.5	0.2	-6.2	-4.3	-2.6	-1.1
CCN1C[C@@]23CN(C(=O)c4cccc(OC)c4)C[C@@H](C[C@@H]2S1(=O)=O)O3	0.3	-0.1	-5.3	3.0	8.3	-6.3	-4.5	-21.8
COc1ccc(S(=O)(=O)N2CCC(c3ncncc3-c3ccnc(N)c3)C2)cc1 (centres undefined)	-5.6	-2.6	-3.5	-1.4	-40.8	-27.1	-26.5	-11.9
O=C(COc1ccc(F)cc1)NCc1csc(-c2ccccc2)n1	-0.4	-1.0	16.5	-9.4	-0.2	-0.9	4.1	-29.3
Cc1cccc(NC(=O)COC(=O)c2sc3cc(F)ccc3c2Cl)c1	6.1	1.6	4.7	5.5	3.6	5.6	0.0	2.5
N#Cc1c2n(c(=O)n(Cc3ccccc3)c1=O)CCC2	-1.0	-3.5	-40.7	-78.8	-105.0	-10.9	-8.2	0.0
COc1cccc(C2c3[nH]c4ccccc4c3C[C@H]3C(=O)N(c4ccccc4C(=O)NC4CCCC4)C(=O)N23)c1 (some centres undefined)	-7.3	-2.0	-29.2	-2.7	-189.2	-37.3	-38.9	-25.2
OCCCc1nc2ccccc2n1C1CCCCC1	-3.9	-1.6	-10.1	-10.9	-28.9	-15.8	-6.2	-1.0

Three compounds already listed, arranged by length of the SMILES, highest first:
SMILES	USP10 inh	UCHL1 inh	USP17 inh	USP7 inh	USP30 inh	USP28 block	OTUD3 inh	USP8 inh
CCN1C[C@@]23CN(C(=O)c4cccc(OC)c4)C[C@@H](C[C@@H]2S1(=O)=O)O3	0.3	-0.1	-5.3	3.0	8.3	-6.3	-4.5	-21.8
COc1ccc(S(=O)(=O)N2CCC(c3ncncc3-c3ccnc(N)c3)C2)cc1 (centres undefined)	-5.6	-2.6	-3.5	-1.4	-40.8	-27.1	-26.5	-11.9
OCCCc1nc2ccccc2n1C1CCCCC1	-3.9	-1.6	-10.1	-10.9	-28.9	-15.8	-6.2	-1.0

Other records.
SMILES	USP10 inh	UCHL1 inh	USP17 inh	USP7 inh	USP30 inh	USP28 block	OTUD3 inh	USP8 inh
CCCN1C(=O)SC(CC(=O)Nc2ccc(C(=O)OCC)cc2)C1=O (centres undefined)	-0.7	-0.1	-21.9	-5.6	-24.5	-8.8	-9.0	-102.9
COc1ccc(C2(c3nc(C4CCCCC4)no3)CCOCC2)cc1	2.8	3.9	.	2.4	16.3	11.7	12.8	19.0
COc1ccc2[nH]c3c(c2c1)CCN1C(=O)CN(CCN2CCOCC2)C(=O)[C@]31C	-1.3	-3.2	-18.9	-5.3	-55.8	-17.5	-11.8	-42.3
CCOC(=O)N1CCN(S(=O)(=O)c2ccc(C(=O)Nc3ccc(OCC)cc3)cc2)CC1	-1.6	4.0	2.5	4.8	28.4	4.9	1.9	-2.5
Cc1cc(O)cc2c1C(=O)c1c(O)ccc(O)c1C2=O	-3.6	-20.7	-36.6	-46.6	-385.1	-81.4	-97.5	-59.2
Cc1ccc(F)cc1S(=O)(=O)n1cc2c(=O)n(C(C)C)c(=O)n(C(C)C)c2n1	-1.5	0.4	-6.2	6.6	-5.9	16.5	9.6	-32.8
Cc1cc(C)n2nc(CN(Cc3ccccc3)C(=O)c3ccc([N+](=O)[O-])cc3)nc2n1	-0.7	-1.7	-24.1	-16.0	-2.4	-4.4	-2.0	-117.7
N#Cc1ccc(NC(=O)COC(=O)c2cc3ccccc3cc2O)cc1	15.0	3.1	2.3	-79.8	-12.8	-0.9	-10.6	-83.9
Cc1ccc(S(=O)(=O)N2CC[C@@H]3[C@H]2C(=O)N(C)[C@@H](C)C(=O)N3C)cc1	1.3	1.4	-1.8	2.1	13.4	0.1	0.0	0.7
CC(C)NC(=O)Cn1cccc1-c1nc(-c2ccc3c(c2)OCO3)no1	14.4	6.3	-7.8	8.9	-10.1	3.4	4.6	15.2
Cc1ccc(CS(=O)(=O)c2cn(CC(=O)NCCC3=CCCCC3)c3ccccc23)cc1	6.3	0.3	6.6	2.7	-13.0	7.7	4.9	14.8
Cc1cc(-c2ccc(S(=O)(=O)Nc3c(C)cccc3C)s2)n[nH]1	3.7	2.6	-2.4	2.0	-5.3	-0.4	-3.6	-3.5
Cc1ccc(-c2c[n+](CC(=O)Nc3cccc4ccccc34)c3n2CCC3)cc1	-2.0	1.1	6.8	0.7	34.0*	17.9	10.5	26.1
O=C(NC1CCCCC1)N1CCc2nc(-c3ccccc3)ncc2C1	0.0	-3.8	2.3	-14.1	9.9	-6.5	-1.8	-11.6
O=C1CCC[C@]2(CN(S(=O)(=O)N3CCCCC3)C[C@H]2c2cccnc2)N1	-0.1	0.0	7.2	5.6	12.5	4.2	5.2	17.6
Nc1cc(=O)n(Cc2ccccc2)c(=O)n1-c1ccccc1	-0.7	-3.8	-0.2	-3.2	-5.2	-5.7	-2.7	-11.2
COc1ccccc1N(CC(=O)N1c2ccccc2CC1C)S(=O)(=O)c1ccc(F)cc1 (centres undefined)	7.4	5.3	5.7	6.6	18.8	12.7	14.0	0.7
CCc1ccc(NC(=O)CSc2ncc(S(=O)(=O)c3ccccc3)c(=O)[nH]2)cc1	14.2	2.4	26.5	9.1	38.4*	16.4	18.3	1.8
Cc1sc(NC(=O)CN2CCCCC2)nc1-c1ccc2c(c1)CCN2C(=O)CC(C)(C)C	-4.0	2.6	-7.9	-17.6	-35.6	-2.1	-7.8	16.8
CCN1CC[C@@]2(C(=O)N3CCCC3)CCN(C(=O)Cc3ccc(OC)cc3)CC[C@@H]12	-2.0	-8.3	-19.4	-0.4	0.6	-5.7	0.1	-5.5
Cc1ccc(C(C)C)c(OCC(=O)Nc2ccc(S(=O)(=O)Nc3cc(C)nc(C)n3)cc2)c1	8.5	-0.1	8.9	0.5	0.8	2.3	-0.6	-8.9
CC1CCc2noc(C3CCN(C(=O)Cc4ccc(F)cc4)CC3)c2C1 (centres undefined)	0.4	-2.0	2.1	-9.5	17.9	1.8	8.3	0.1
Cc1ccc(S(=O)(=O)N(CC(=O)N2CCCc3ccccc32)c2ccccc2)cc1	4.1	1.6	-14.8	-12.1	-7.4	-3.6	0.1	-10.9
Cc1ccc(Cn2nccc2NC(=O)c2cccnc2SC(F)F)o1	-2.3	-1.1	5.1	-0.6	-9.4	-3.3	-2.4	8.3
N#CC1=C(c2ccc(Cl)cc2)NC(=O)CC1	2.9	-0.8	15.8	-0.2	5.0	-2.7	-2.3	-2.8
CCCCCC(O)(c1ccc(O)cc1)C(CN1CCOCC1)c1ccccc1 (centres undefined)	1.3	3.2	-16.1	-25.6	-28.7	-16.0	-14.3	-8.5
Cc1nc(-c2noc(-c3ccncc3)n2)cn1CC(=O)N1CCN(c2ccccc2)CC1	-2.0	-0.8	-3.5	-1.6	-11.0	-13.7	-10.4	-18.8
Cc1cccc(Nc2nnc(SCC3CCCCO3)s2)c1 (centres undefined)	8.8	0.2	-2.0	-24.4	12.1	1.2	2.3	0.3
O=C(CCCC(=O)c1ccccc1)Nc1ccc2c(c1)CCC2	4.1	4.2	16.6	-23.6	3.8	8.4	2.3	-42.7
O=C(N[C@@H]1CC[C@@H](Oc2ccccc2)[C@@H](O)[C@@H]1O)c1ccccc1F	0.2	-2.9	-4.4	-0.2	-0.3	-16.7	-7.1	0.2

Records listed above shown as hits in UCHL1 inh:
SMILES	USP10 inh	UCHL1 inh	USP17 inh	USP7 inh	USP30 inh	USP28 block	OTUD3 inh	USP8 inh
O=C(O)c1c(CNC2CCCCCC2)c2ccccc2n1Cc1ccc(F)cc1	-7.8	44.8*	.	-177.3	-39.2	0.0	-9.4	-17.2

Next part.
SMILES	USP10 inh	UCHL1 inh	USP17 inh	USP7 inh	USP30 inh	USP28 block	OTUD3 inh	USP8 inh
CCc1csc2nc(C)c(NC(=O)Cc3ccc(F)cc3)c(=O)n12	1.8	2.5	.	-0.2	-3.7	-3.0	0.6	-0.2
O=C(/C=C/c1ccccc1)OCC(=O)c1ccc(Cl)cc1	2.9	-0.2	0.0	5.4	11.6	-0.7	-1.8	8.3
O=C(Nc1cnc(N2CCCCCC2)nc1)c1ccc(F)cc1	-5.3	-0.8	-1.3	-14.8	1.3	4.2	-6.8	11.2
COc1ccccc1NC(=O)C1=C(C)Nc2ncnn2C1c1cccc(OC)c1OC (centres undefined)	1.3	-3.2	-11.8	0.0	-0.7	-4.9	-3.9	-21.4
CC(C)N(C(=O)Cn1ncc2cccn2c1=O)C(C)C	-1.8	-2.0	-10.7	-0.3	-21.5	-20.2	-13.9	-80.3
O=C(CN1CCC2(CC1)N=C(c1ccc(Cl)cc1)C(=O)N2)Nc1ccc(Cl)cc1	-2.8	2.2	-7.2	1.4	0.7	-7.2	-5.9	-10.4
Cc1ccccc1NC(=O)c1ccc2snnc2c1	1.1	1.0	-20.6	5.8	0.4	0.1	0.2	2.4
COc1cccc(N2CCN(C(=O)C3CCN(c4ncccn4)CC3)CC2)c1	-0.1	-1.0	-3.4	-0.9	-5.0	-3.6	-0.7	-5.6
COc1cccc(-c2cc(C(=O)Nc3nc4ccccc4s3)c3ccccc3n2)c1	-1.2	0.2	-16.3	0.0	-30.1	-9.4	-7.4	-52.6
COCCN1CC(C(=N)N)C(=O)NC1=O (centres undefined)	-4.1	-7.1	-10.5	-6.0	-45.1	-14.6	-5.3	-95.6
COc1cccc(CNC(=O)c2nnn(CC(=O)Nc3cc(C)ccc3C)c2N)c1	29.8	3.3	2.9	12.1	19.3	-2.7	-4.1	67.9*
CC(C)n1ccnc1CN1CCN(C2CCOCC2)CC(C(N)=O)C1 (centres undefined)	-2.5	-0.4	-1.5	0.9	12.1	9.5	12.9	-20.1
COc1cccc(C(=O)N2CCCC(c3nnc4ccccn34)C2)c1 (centres undefined)	0.6	1.9	14.9	2.0	18.2	12.5	15.0	15.4
CC(C)Oc1ccc(CNC(=O)CCC(=O)N2Cc3cccn3-c3ccccc32)cc1	2.1	3.1	-7.3	0.1	-93.8	8.0	-7.5	0.1

Screening results: PubChem BioAssay, Dana-Farber Cancer Institute and Novartis Institutes for BioMedical Research (Cambridge, Mass)
